Source: PubChem BioAssay (National Center for Advancing Translational Sciences (NCATS))
HEK cytotox: cytotoxic compounds in HEK 293 cells; HEK 293 viability, ATP luminescence (CellTiter-Glo), 48-72 h; Potency, µM (titrated, usually from 115 µM), inactives show at the highest dose activity change, negative = cytotoxicity, hits mostly inhibitors; 94,000 compounds, 6.6% hits; note: potency is the fitted concentration of half-maximal effect; nearly all actives have a fitted effect of over 60% in size
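HEK 293 cells at 250 cells/well were exposed to compounds by pintool transfer for 48 or 72 hr at 37 degree Celsius, 5% CO2. Viability was read as ATP-coupled luminescence with CellTiter-Glo after 10 min at room temperature.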
NIH3T3 tox: cytotoxic compounds in NIH 3T3 cells. 94,000 compounds, 4.3% hits. Potency, µM (doses to about 96.7 µM), inactives show at the top dose activity change, negative = cytotoxicity, usual class: inhibitors. AID 1345082. NIH 3T3 viability, CellTiter-Glo ATP luminescence, 48-72 h; note: potency is the fitted concentration of half-maximal effect; nearly all actives have a fitted effect of over 55% in size
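Luminescent ATP readout (CellTiter-Glo, 10 min RT) after 48 or 72 hr compound exposure of NIH 3T3 cells seeded at 400 cells/well in 1536-well format; quantitative HTS.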
SNCA expr inhib: SNCA gene expression inhibition | HEK-293 SNCA-luciferase knock-in, luminescence, 24 h | Potency, µM (top dose mostly 57.2 µM), for inactives: top-dose activity change, negative = inhibition, hits mostly inhibitors | 140,000 compounds, 0.17% hits | AID 1671194;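 note: potency is the fitted concentration of half-maximal effect; plate controls were DMSO cells for no effect and cell-free wells for full effect; nearly all actives have a fitted effect of over 45% in size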
IP6K1 inh: IP6K1 kinase inhibition. IP6K1 kinase, ADP-Glo luminescence, 2 h; stronger effect = lower value. activity change, % (series mostly up to about 58 µM). 140,000 compounds, 0.81% hits; in the data active = activity change below about -25%
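ADP-Glo luminescence measures ADP made by human IP6K1 during a 2 h RT reaction with ATP/IP6 (mix at 1.3 mM/130 uM); top library doses 57.5 and 19.1 uM final.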
FLuc inh: blocks purified firefly luciferase enzyme activity. 76,000 compounds, 2.5% hits. purified P. pyralis luciferase, luminescence, biochemical. Potency, µM (series often up to 115 µM), for the others: at the highest dose activity change, negative = inhibition, actives largely listed as inhibitors. AID 1347043; note: potency is the fitted concentration of half-maximal effect; nearly all actives have a fitted effect of over 65% in size
Target sequence (P08659 whole entry, looked up): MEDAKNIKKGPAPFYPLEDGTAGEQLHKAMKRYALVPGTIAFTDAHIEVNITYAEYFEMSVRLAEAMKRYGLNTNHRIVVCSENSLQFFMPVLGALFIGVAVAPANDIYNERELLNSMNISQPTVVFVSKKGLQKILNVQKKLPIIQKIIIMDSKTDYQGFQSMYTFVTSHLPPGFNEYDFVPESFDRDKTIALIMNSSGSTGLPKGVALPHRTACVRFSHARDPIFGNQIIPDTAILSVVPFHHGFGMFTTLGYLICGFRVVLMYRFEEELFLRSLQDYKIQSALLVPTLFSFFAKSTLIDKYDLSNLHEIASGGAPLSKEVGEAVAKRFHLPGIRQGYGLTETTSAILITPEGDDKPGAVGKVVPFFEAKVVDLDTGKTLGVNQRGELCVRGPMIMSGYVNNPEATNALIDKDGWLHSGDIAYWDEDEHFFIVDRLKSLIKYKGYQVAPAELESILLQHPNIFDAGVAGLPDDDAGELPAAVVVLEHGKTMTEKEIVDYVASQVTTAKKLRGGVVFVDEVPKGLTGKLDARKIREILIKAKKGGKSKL
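Cell-free enzyme assay, 10nM P. pyralis luciferase, luciferin and ATP each at 10uM. Inhibition profiled over a 6-point titration, read as luminescence.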
SNCA viab count: reduces viability of HEK-293 SNCA reporter cells. HEK-293-SNCA-luc viability, GF-AFC fluorescence, 24 h. Potency, µM (top dose mostly 57.1 µM), inactives show top-dose activity change, negative = cytotoxicity, most hits filed as cytotoxic. 150,000 compounds, 0.12% hits. AID 1671193;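 note: potency is the fitted concentration of half-maximal effect; 0% = DMSO-treated cells and -100% = medium-only wells without cells; nearly all actives have a fitted effect of over 30% in size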
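Cytotoxicity counterscreen: after 24 h compound treatment of genome-edited SNCA-luciferase HEK-293 cells, live-cell protease substrate GF-AFC read by fluorescence after 30 min; activity scaled between DMSO (0%) and medium-only (-100%), curves Hill-fitted.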
GPT2 inh: inhibitors of human GPT2 alanine aminotransferase; 100,000 compounds, 0.25% hits; Q8TD30; Potency, µM (doses to about 57.7 µM), for the others: top-dose activity change, negative = inhibition, actives largely listed as inhibitors; Recombinant GPT2, coupled pyruvate oxidase/HRP Amplex Red fluorescence; note: potency is the fitted concentration of half-maximal effect; nearly all actives have a fitted effect of over 60% in size; many of its hits are not listed in these tables
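Fluorescence read-out: pyruvate from GPT2 turnover coupled to pyruvate oxidase, HRP and Amplex Red (0.2mM ThPP, 0.2U/mL PO and HRP, 50uM Amplex final). Substrates 250uM a-KG, 2mM L-alanine; enzyme 10ng/uL; 30 min RT.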
Numbers without * were called inactive; i = inactive; ? = inconclusive; · = not tested or not shown; & = joins results of further samples; [ ] = dose if it differs, or a comment. Unless noted, calls come from the whole dose curve; as a rule, active = well fitted curve in the direction sought with a large enough effect; inconclusive = small, poorly fitted or top-dose-only effect, or another doubt; inactive = no such curve, though single readings can be large; an effect the other way counts as inactive or inconclusive. Unless noted, % is set by controls: 0 for no effect and ±100 for the full control effect. An unsorted share of the library, and some 7.8% of all compounds hit somewhere here.

SMILES	HEK cytotox	NIH3T3 tox	SNCA expr inhib	IP6K1 inh	FLuc inh	SNCA viab count	GPT2 inh
O=C1N(Cc2ccccc2F)CCOC12CCN(Cc1ccccc1F)CC2	?	-29.8%[138 µM]	-22.3%[87.6 µM]	-4.9	2.5%[172 µM]	3.0%[87.6 µM]	2.2%[88.5 µM]
CC(C)NC(=O)N1C[C@@H](Oc2cccnc2)C[C@H]1C(=O)N1CCCC1	-3.9%	0.2%	0.3%	5.7	2.0%	-5.6%	-9.1%
COCc1ccc2c(c1)c(OC(C)(C)C(=O)NCCN1CCOCC1)nn2CCC(C)C	-2.6%	?	25.7%	-0.7	0.7%	1.6%	-12.3%
O=C(c1cc2c(s1)CCC(C(=O)N1CCN(C3CCCCC3)CC1)C2)N1CCCCC1 (configuration not stated)	?	?	-28.9%	5.5	3.3%	-12.2%	-1.4%
Cc1ccc(NC(=O)CN2C(=O)CCn3nc(-c4cccn4C)cc32)cc1	·	·	-2.0%	0.3	·	-4.2%	·
COC[C@@H]1CN(C(=O)Cc2c(C)noc2C)C[C@H]1c1ccncc1	-8.3%	-14.2%	22.0%	-1.7	-5.6%	3.9%	i
CC1(C(=O)O)CCN(C(=O)c2cccc(Cl)c2)CC1	-3.7%[172 µM]	-3.0%[138 µM]	8.8%[87.6 µM]	0.4	·	-1.9%[87.6 µM]	i
Cc1cc(C(=O)NCc2cccs2)c2c(C3CCCNC3)noc2n1 (configuration not stated)	-5.0%	-3.5%	12.3%	14.8	·	1.3%	i
COc1ccc(CNC(=O)C(=O)Nc2cccc(C)c2C)cc1	·	·	20.8%	0.9	·	11.1%	·
CC(=O)Nc1ccc(CN2CCC(N3Cc4cccn4C3=O)CC2)cc1	2.2%	i	7.8%	-8.9	·	0.3%	-12.6%
COc1ccc(-n2ccnc2SCC(=O)Nc2cccc(OC)c2)cc1	·	·	1.4%	-7.4	·	8.9%	·
COCCNC(=O)N1CCc2n[nH]c(=O)n2CC1	3.9%	i	13.3%	-2.2	3.7%	3.2%	-2.7%
COc1cc(C)ccc1OCCSc1nnc(-c2cccs2)o1	·	·	14.7%	-16.1	·	-3.4%	·
CC(=O)N1CCC(NC[C@@H]2C=C(C)[C@H](Cc3nc4ccccc4[nH]3)C[C@H]2C(C)C)CC1	89.1µM*	112µM*	-20.6%[87.6 µM]	2.1	0.0%[172 µM]	?	i
O=C(Cc1ccccc1Cl)Nc1ccc(-c2nnc3n2CCCC3)cc1	-2.1%	-4.5%	36.2%[activator]	5.7	3.8%	4.8%	i
CC[C@H]1CN(S(=O)(=O)c2ccc(OC)cc2)CC[C@H]1CC(=O)NCCN1CCOCC1	2.5%	-3.6%	-12.2%	3.6	-3.6%	-11.3%	2.5%
CN(C)C[C@@H]1CN(c2ccncn2)C[C@H]1NC(=O)Cc1c(F)cccc1Cl	3.4%	-6.6%	6.3%	-12.1	1.5%	-0.3%	i
CS(=O)(=O)c1ccc(CC(=O)N[C@H]2CCOC[C@H]2C2CCOCC2)cc1	0.7%	3.7%	10.3%	20.9	0.8%	-5.0%	2.3%
Cc1ccc(-c2c(C(=O)NCc3ccc(F)cc3)nc3sccn23)cc1	?	?	-19.6%	5.1	·	-21.4%	i
O=C(NCC1CN(CC2CC2)CC12CN(c1ccccc1)C2)Nc1ccccc1 (configuration not stated)	?	100µM*	?	-4.0	5.5%[172 µM]	-10.0%[87.6 µM]	-8.8%[88.5 µM]
Cc1ccccc1Nc1c(-c2ccc(Br)cc2O)nc2sccn12	·	·	36.7%[activator]	19.3	·	-6.8%	·
N#Cc1ccc(CNC(=O)[C@@H]2Cc3nc[nH]c3CN2Cc2ccccc2)cc1	-18.5%[172 µM]	-15.5%[174 µM]	-7.8%[87.6 µM]	4.4	-3.7%[172 µM]	0.7%[87.6 µM]	i
Cc1noc(C)c1-c1cc2c(cc(C)n2C)c(-c2ccnn2C)n1	?	?	10.6%[87.6 µM]	-10.7	-3.0%[172 µM]	5.2%[87.6 µM]	4.1%[88.5 µM]
Cc1nc(NC(=O)C2c3ccccc3C(=O)N(C3CCCC3)C23CCCC3)sc1C (configuration not stated)	-29.4%	?	-9.2%	4.1	-7.5%	-16.9%	?
COc1ccc(CC(=O)N2CCC(N3C(=O)c4c(c(C)nn4-c4ccccc4)C3C3CC3)C2)cc1 (configuration not stated)	?	?	·	8.1	·	·	·
SMILES	HEK cytotox	NIH3T3 tox	SNCA expr inhib	IP6K1 inh	FLuc inh	SNCA viab count	GPT2 inh
Cc1ccc(C(=O)N2C[C@H]3OC(=O)N(CCc4cccc(Cl)c4)[C@H]3C2)cn1	i	2.8%	4.5%	30.4	1.2%	-1.7%	-2.3%
CCCNC(=O)C1CC(c2ccccc2F)=NO1 (configuration not stated)	21.3%	i	-9.9%	-9.2	2.2%	2.4%	1.7%
Cc1ccc(-c2noc(C3CC(=O)N(c4ccc5c(c4)OCCO5)C3)n2)cc1 (configuration not stated)	·	·	-9.2%	5.9	·	6.9%	·
Cc1ccsc1CN1CCCCCCNC(=O)CC1c1ccccc1 (configuration not stated)	?	-25.2%	-19.9%	4.7	-11.4%	-1.2%	i
O=C(c1nnn2cc(-c3ccc(F)cc3)[nH]c(=O)c12)N1CCOCC1	-2.8%	i	?	4.7	-6.2%	4.3%	-3.5%
COc1cccc(-c2cccc(C(=O)N3CCN(C(=O)Nc4ccc(Cl)cc4)CC3)c2)c1	89.1µM*	?	?	-0.1	·	-2.5%[12.5 µM]	-0.6%
COc1cccc(CNC(=O)CCCn2c(=O)c3cccn3c3cccnc32)c1OC	·	·	64.8%[activator]	32.3	·	-3.7%	·
Cc1cc(C)n(CCC(=O)NCC23CCC=C2N(CC2CC2)C(=O)CC3)n1 (configuration not stated)	-0.7%	3.3%	-20.3%	18.6	3.7%	3.4%	i
O=C(c1ccccc1F)N1CCCC(c2noc(COc3ccccc3F)n2)C1 (configuration not stated)	?	?	101.1%[activator]	-4.6	-12.5%	-6.6%	i
COc1cccc(-c2cc(-c3ccc(=O)[nH]c3)c3cncn3c2)c1	-19.0%[172 µM]	?	-25.9%[87.6 µM]	-15.4	11.6%[172 µM]	5.5%[87.6 µM]	?
COCC(=O)N(C1CCOCC1)C1CCN(C(=O)c2ccc(F)cc2)CC1	0.2%	-12.7%	16.7%	0.0	8.6%	7.7%	-6.2%
COc1ccc(C(=O)N2CCC(n3cc(-c4nc(C)no4)nn3)C2)cc1OC (configuration not stated)	3.4%	-19.1%	?	-7.3	2.6%	5.3%	i
CCN(CC)S(=O)(=O)c1ccc(NC(=O)CCc2c(C)nc3cc(-c4ccc(Cl)cc4)nn3c2C)cc1	·	·	?	10.8	·	-19.5%	·
CC(=O)N1CCN(C[C@@H]2C=C(C)[C@H](Cc3nnc(-c4ccccc4F)o3)C[C@H]2C(C)C)CC1	?	?	-19.1%	-3.3	-20.0%	?	4.5%
O=c1ncn(Cc2ccccc2)c2ccc(-c3cccnc3)nc12	i	?	1.0%[87.6 µM]	1.3	-0.7%[172 µM]	-6.5%[87.6 µM]	-16.7%[88.5 µM]
O=C(Nc1ccc(Cl)cc1)N1CCCC(C(=O)N2CCC(c3nc4ccncc4[nH]3)C2)C1 (configuration not stated)	i	-9.8%	23.4%	12.8	·	4.8%	1.3%
COc1ccc(CN2CCN(S(=O)(=O)c3ccccc3)CC2)c(OC)c1	·	·	-3.3%	-48.6*	·	-6.2%	·
Cn1cnc(S(=O)(=O)N2CCCC(C(=O)N3CCc4ccccc43)CCNC(=O)CC2)c1 (configuration not stated)	-12.7%	-23.8%	26.1%	13.4	-4.8%	-3.0%	i
CCCC(CCC)(C(=O)OCC)C(=O)OCC	·	·	-53.5%[25.6 µM]	10.0	·	12.5%[23.9 µM]	?
Cc1csc(CN2CCCC(c3n[nH]c(=O)n3-c3ccccc3)C2)n1 (configuration not stated)	i	0.0%	4.0%	5.9	0.0%	-0.6%	i
C[C@@H]1CN(Cc2ccc(F)cc2)[C@@H](C)CN1C(=O)c1cc2c(C(=O)C(=O)N(C)C)cn(C)c2cc1Cl	·	·	5.1%	-3.9	·	-8.4%&-4.6%	?
